PKA-R2B act – activators of human PKA-R2B complex; AID 504700; actives 0.079% (n = 340,000); PKA-R2B holoenzyme dissociation, Cy5-IP20 fluorescence polarization; R2B truncated from residue 108, S112A mutant; 0% DMSO only, 100% 113 µM cGMP; P22694+P31323; activation, % at 11.4 µM;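 active means activation above a cutoff set at the mean over all compounds plus 3 SD, cut at about 18% in these data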;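 further: higher means more holoenzyme dissociation and a rise in polarization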
DAGLB inhibitor – blocks human DAGLB lipase activity | AID 504411 | actives 0.059% (n = 340,000) | HEK293T DAGLB membrane lysate, EnzChek fluorogenic substrate | inhibition, % at 5.17 µM | Q8NCG7; in the data active means inhibition above about 34%;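 further: 0% = enzyme with vehicle and 100% = wells lacking enzyme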
Target sequence (Q8NCG7 whole entry, looked up): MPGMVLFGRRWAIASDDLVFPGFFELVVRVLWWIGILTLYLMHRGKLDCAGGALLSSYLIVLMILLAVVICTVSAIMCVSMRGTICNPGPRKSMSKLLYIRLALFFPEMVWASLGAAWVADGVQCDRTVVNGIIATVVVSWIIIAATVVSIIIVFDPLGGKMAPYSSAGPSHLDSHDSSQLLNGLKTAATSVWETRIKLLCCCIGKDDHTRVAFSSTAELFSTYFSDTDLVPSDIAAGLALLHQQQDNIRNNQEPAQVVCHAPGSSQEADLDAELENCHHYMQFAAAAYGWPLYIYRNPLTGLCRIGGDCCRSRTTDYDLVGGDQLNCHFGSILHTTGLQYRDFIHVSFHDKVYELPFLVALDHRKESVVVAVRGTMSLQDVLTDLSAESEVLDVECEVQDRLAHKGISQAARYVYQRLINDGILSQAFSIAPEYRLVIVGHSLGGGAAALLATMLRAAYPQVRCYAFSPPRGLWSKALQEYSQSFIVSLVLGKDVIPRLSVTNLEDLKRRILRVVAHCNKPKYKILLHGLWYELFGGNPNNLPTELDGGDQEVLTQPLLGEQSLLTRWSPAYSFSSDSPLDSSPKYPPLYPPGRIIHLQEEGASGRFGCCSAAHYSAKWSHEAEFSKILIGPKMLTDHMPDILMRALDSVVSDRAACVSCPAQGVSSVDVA
C-LANA FP – blocks KSHV LANA C-terminal domain binding to DNA | MBP-C-LANA/FAM-LBS DNA binding, fluorescence polarization | inhibition, % at 9 µM | actives 0.078% (n = 340,000) | AID 504423;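 active means highest replicate inhibition at or above 60% at 9 µM, even if other replicates fall short; inactive means all replicates below 60% inhibition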;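 further: 0% = neutral control wells and 100% = 4 µM acridine orange control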
SR-BI uptake up – enhances SR-BI lipid uptake from DiI-HDL; actives 0.096% (n = 320,000); CHO ldlA[mSR-BI] cells, DiI-HDL uptake fluorescence, 3 h; 100 = double the neutral-control signal; activation, % at 12.5 µM; AID 504775;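 active means mean replicate activation of at least 60% and every replicate at or above 60%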;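 further: 0% = median plate neutral-control signal and 100% = twice that signal; values of inactives mirror those of a sister screen read the other way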
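Material: SR-BI-overexpressing, LDLR-lacking CHO cells; schedule: compound exposure 3 h, 37 °C; reagent: DiI-labelled HDL at 10 µg/mL final; technique: bottom-read fluorescence, 550/595 nm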
Rtt109 HAT inh – inhibitors of Candida albicans Rtt109/Vps75 histone acetyltransferase. Q5AAJ8. purified Rtt109/Vps75, ThioGlo CoA-SH fluorescence, 4 h. inhibition, % at 34.9 µM. actives 0.16% (n = 330,000);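 active means inhibition of at least 50% in every replicate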
Target sequence (Q5AAJ8 whole entry, looked up): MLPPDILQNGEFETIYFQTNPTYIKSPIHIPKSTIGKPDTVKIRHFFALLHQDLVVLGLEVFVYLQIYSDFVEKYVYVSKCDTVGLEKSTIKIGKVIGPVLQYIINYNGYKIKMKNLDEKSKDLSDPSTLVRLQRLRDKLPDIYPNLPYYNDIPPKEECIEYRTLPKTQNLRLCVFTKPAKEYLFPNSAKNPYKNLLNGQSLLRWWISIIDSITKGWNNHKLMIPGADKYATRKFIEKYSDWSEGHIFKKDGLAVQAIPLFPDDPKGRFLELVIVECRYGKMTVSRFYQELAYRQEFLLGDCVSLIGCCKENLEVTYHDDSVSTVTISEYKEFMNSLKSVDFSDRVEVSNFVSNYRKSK
cardiac RTF act – cardiac RTF calcium sensitization | P19429+P45379 | IANBD-labeled TnC RTF fluorescence at EC20 calcium; 0% EC20 calcium, 100% full calcium | activation, % at 7.2 µM | actives 0.24% (n = 340,000);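 active means activation above the mean over all tested compounds plus 3 SD, cut at about 30% in these data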;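 further: rise in fluorescence read as greater calcium sensitivity of cardiac thin filaments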
CAL PDZ FP-1 – inhibitors of human CAL PDZ peptide binding | Q9HD26 | purified CAL PDZ, TMR-peptide fluorescence polarization, 1 h | inhibition, % at 24.9 µM | actives 0.92% (n = 300,000) | AID 602252;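 active means mean inhibition of at least 30% with at least half of replicates also reaching 30%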;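 further: 0% = DMSO neutral control and 100% = excess unlabeled competitor peptide PRC23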
CAL PDZ FP-2 – blocks peptide binding to human CAL PDZ domain; Q9HD26; purified CAL PDZ, TMR-peptide fluorescence polarization, 1 h; inhibition, % at 20 µM; actives 0.02% (n = 330,000); AID 504414;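 active means highest replicate inhibition of at least 40%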;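 further: plate controls were DMSO neutral control wells for no effect and unlabeled competitor peptide control wells for full effect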
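Read-out basis: mP drop reported as inhibition | Assay system: Tagged CAL PDZ protein CerCALP, purified | Benchmarks: Unlabelled peptide for full inhibition, DMSO wells as neutral | Schedule: 1 h incubation at room temperature before polarization reading | Buffer or medium: Sodium phosphate/NaCl buffer pH 7.4 with TCEP, IgG, Thesit | Doses: Single point, 20 µM | Measured by: Fluorescence polarization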
RTF Ca sens inh – cardiac RTF calcium desensitization. actives 0.12% (n = 340,000). inhibition, % at 7.15 µM. IANBD-labeled cardiac RTF, Ca2+ fluorescence. P19429+P45379. AID 493244;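 active means inhibition above the mean inhibition of all tested compounds plus 3 SD, cut at about 17% in these data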;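 further: assay run at fixed EC70 calcium of 1.6 mM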
Keap1-Nrf2 PPI – disrupts human Keap1 binding to Nrf2 peptide; Keap1 Kelch-Nrf2 peptide fluorescence polarization, 1536-well; Q14145; inhibition, % at 9.4 µM; actives 0.15% (n = 340,000); in the data active means inhibition above about 12%;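 further: human Keap1 Kelch domain with fluorescein labeled Nrf2 9mer peptide probe; 0% = neutral control wells and 100% = peptide positive control; higher means more block of Keap1 binding to Nrf2 peptide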
Numbers without * were called inactive; . = not tested or not shown.

SMILES	PKA-R2B act	DAGLB inhibitor	C-LANA FP	SR-BI uptake up	Rtt109 HAT inh	cardiac RTF act	CAL PDZ FP-1	CAL PDZ FP-2	RTF Ca sens inh	Keap1-Nrf2 PPI
CN(C)c1ccc(NC(=O)CCCc2ccccc2)cc1	3	-1	1.7	.	1	11	-1	0.0	4	-10
Cn1c(SCc2ccccc2)nc2c1c(=O)[nH]c(=O)n2C	9	0	2.1	1	3	-2	-4	-1.2	-10	-4
Cc1cccc(CC2CC(=O)N(c3ccc([N+](=O)[O-])cc3)C2=O)c1 (centres undefined)	-2	1	1.0	11	-3	-6	-3	-0.6	-2	0
COc1ccccc1CNC(=O)C1CCN(C(=O)c2sccc2-n2cccc2)CC1	-2	1	-2.8	-71	9	-3	4	-0.1	-4	-2
CCOc1ccc(-c2nnn(CC(=O)NCc3ccc4c(c3)OCO4)n2)cc1	6	0	0.4	18	-12	-6	1	-1.4	3	-2
CCc1ccc(/C=C2/SC(=S)N(CCC(=O)Nc3cccc(C(=O)O)c3)C2=O)cc1	3	5	0.5	16	-33	-4	3	-2.4	-11	0
COc1ccc(NC(=O)c2ccc3nccnc3c2)cc1	2	1	-0.9	17	6	4	-3	-0.5	-2	3
CCOc1ccc2nc(NC(=O)CS(=O)(=O)c3ccc(C)cc3)sc2c1	7	1	-1.7	-11	4	-5	-3	-0.5	2	0
Cc1ccccc1S(=O)Cc1ccc(C(=O)N2CCN(C(=O)c3ccco3)CC2)o1 (centres undefined)	3	-1	0.2	2	-1	0	27	-1.2	-1	-3
COc1ccccc1CP(=O)(c1ccccc1)c1ccccc1	-2	-2	1.6	-3	-8	10	4	-0.9	1	-2
[O-][n+]1c2c(nn1-c1ccccc1)/C(=N/O)CCC2	-8	2	-0.9	35	2	-4	-2	-1.9	6	2
N#CC(C(=O)Nc1cccc(Cl)c1)=C1Nc2ccccc2N1	2	4	0.9	-73	4	0	-2	-0.4	2	-2
CCC(C)N(C(=O)COC(=O)C1C(C(=O)OC)=C(C)NC(C)=C1C(=O)OC)C1CCS(=O)(=O)C1 (centres undefined)	-9	2	-0.2	8	-3	-3	-5	-1.6	-20	-4
CC(C)c1cc(C(=O)N/N=C/C=C/c2ccccc2)n[nH]1	-7	1	-0.7	-2	.	6	-1	-4.2	-3	-3
Cc1ccccc1CSc1nnc(-c2ccccc2)c(=O)[nH]1	9	5	0.5	3	8	2	-2	-1.1	4	-1
O=C1C=C(c2ccc(F)cc2OCc2ccccc2)C[C@@H](c2ccc3c(c2)OCO3)C1	1	-2	-1.6	-45	0	11	-2	0.3	-8	-2
CCc1ccccc1-n1nnnc1SCC(=O)Nc1cc(C)on1	-2	-1	0.5	.	12	-10	1	-2.0	-26	0
Cc1ccc(OCCCn2cc(C#N)c3ccccc32)cc1	5	-10	-0.7	-46	-4	2	.	-0.3	-3	0
O=S(=O)(c1ccc(Oc2ccc(Cl)cc2)c(S(=O)(=O)N2CCCCC2)c1)N1CCCCC1	-4	1	-0.1	-19	9	1	9	-0.3	-10	-1
CNC(=S)NNC(=O)c1ccc(=O)n(Cc2ccc(Cl)cc2Cl)c1	-6	-2	-2.0	9	2	-2	0	0.4	0	-2
Cc1ccc(SCc2cn3ccccc3n2)cc1	7	3	0.2	16	-7	5	2	-0.5	-1	-7
Cc1cccc(NC(=O)c2ccc(S(=O)(=O)N(C)C)cc2)c1	-3	-4	12	-11	7	1	.	-1.6	0	-5
COc1ccccc1CNC(=O)c1ccc(-c2ccccc2)cc1	-2	-6	-0.5	-6	-14	6	-4	-2.4	0	-6
CCCCc1nc(SCC(=O)Nc2ccc(S(N)(=O)=O)cc2)n[nH]1	-13	0	-0.9	11	5	-2	-4	-0.6	-7	-1
CC(C)(C)OC(=O)N[C@@H](COCc1ccccc1)C(=O)N[C@@H](CO)[C@H](O)[C@@H]1C[C@@H]1C(=O)N1CCCC1	-8	-2	3.0	19	12	2	-3	-0.5	1	1
Cc1ccc(N2CC(C(=O)OCC(=O)NNC(=O)c3ccccc3)CC2=O)cc1 (centres undefined)	-2	-2	-0.5	-1	-11	0	-2	0.1	-8	-4
O=C(Nc1cccnc1)c1cc(-c2cccs2)on1	-1	0	0.8	22	-4	-4	-7	-1.7	1	-4
COC(=O)c1scc(S(=O)(=O)C(C)C)c1N/N=C(\C#N)C(=O)c1ccc(Cl)cc1	-1	19	1.4	-5	17	-5	-4	-0.6	0	0
O=S(=O)(NC1CCCCCCC1)c1ccccc1	5	-7	0.1	11	24	-1	.	-1.3	-3	-4
Cc1nnc(SCc2ccccc2)n1N	-4	-1	-0.7	2	-2	0	-4	-1.0	-4	-5

At a glance, two of the compounds above:
SMILES	PKA-R2B act	DAGLB inhibitor	C-LANA FP	SR-BI uptake up	Rtt109 HAT inh	cardiac RTF act	CAL PDZ FP-1	CAL PDZ FP-2	RTF Ca sens inh	Keap1-Nrf2 PPI
O=S(=O)(NC1CCCCCCC1)c1ccccc1	5	-7	0.1	11	24	-1	.	-1.3	-3	-4
Cc1nnc(SCc2ccccc2)n1N	-4	-1	-0.7	2	-2	0	-4	-1.0	-4	-5

The results go on:
SMILES	PKA-R2B act	DAGLB inhibitor	C-LANA FP	SR-BI uptake up	Rtt109 HAT inh	cardiac RTF act	CAL PDZ FP-1	CAL PDZ FP-2	RTF Ca sens inh	Keap1-Nrf2 PPI
COCCNc1nnc(Cc2ccccc2)c(=O)[nH]1	-6	-4	-1.5	1	0	6	-5	.	1	-1
Cc1nc(SC(C)C)[nH]c(=O)c1Cc1ccccc1	-6	0	1.0	9	1	-2	-2	-1.7	-3	1
COc1ccc(S(=O)(=O)NCCCCC(=O)O)cc1C(=O)O	2	-2	1.1	-3	-6	0	-4	-0.3	-9	1
NS(=O)(=O)c1ccc(CCNC(=O)CSc2ccsc2[N+](=O)[O-])cc1	3	1	1.1	10	.	-2	-2	0.0	-4	-3
NC(=O)C1CCN(C(=O)CSCc2ccccc2Cl)CC1	-3	-1	-0.5	0	-7	-2	1	0.2	1	-5
O=C(c1cc(-c2ccc(O)cc2)on1)N1CCN(c2ccc(F)cc2)CC1	-4	-1	1.1	0	-4	5	0	0.1	-8	4
NC(=O)Cc1ccc(C(=O)c2ccccc2F)s1	-2	-3	0.4	-4	4	-3	0	-0.2	10	-7
Cc1noc(-c2ccccc2)c1NC(=O)Nc1ccc(Cl)cc1	-1	-4	-1.5	-11	3	-5	-2	-0.9	-3	2
O=C(Cc1coc2ccc3ccccc3c12)N1CCCC1	-2	-2	1.4	-1	18	-5	-2	-0.8	4	-2
COc1cc(NC(=O)c2cc(C)nc3ccccc23)cc(OC)c1	3	-1	0.1	-34	0	1	2	-0.8	-10	0
O=C(Nc1ccccc1N1CCCCC1)c1ccc(F)cc1	-8	-23	0.5	-53	-1	0	-7	0.2	-9	-2
O=C(Cn1ncn2c(cc3ccccc32)c1=O)NCCc1cccs1	8	-3	-0.4	11	4	-1	.	-0.8	-2	-4
CC(=O)Nc1ccc(S(=O)(=O)C(C#N)c2nc3ccccc3nc2NCCCO)cc1 (centres undefined)	-2	1	0.1	6	-15	8	-5	-2.4	-7	0
O=C(CN1CCN(C(=O)c2ccc(OCc3cn4ccccc4n3)cc2)CC1)Nc1cccc(F)c1	-10	-1	-1.1	-33	5	-6	-4	-0.4	-3	-4
O=C(O)c1ccc2c(c1)C(=O)N(CCC1=CCCCC1)C2=O	8	4	0.0	26	1	-4	-3	-0.6	5	-2
Cc1nccn1CCc1n[nH]c(=S)n1Cc1ccccc1	7	-2	-1.2	21	2	-3	-3	0.0	-8	-4
O=C(Nc1ccc(Cl)c(S(=O)(=O)N2CCOCC2)c1)c1cn2ccccc2n1	-7	2	2.4	-10	6	0	-2	0.0	-19	-4
COc1ccccc1C(=O)NC(=S)/C=C1/N(C)c2ccccc2C1(C)C	0	27	0.4	-36	-8	-6	-2	0.3	0	-1
Cc1nc(N2CCC(C(N)=O)CC2)c2c(-c3cccs3)csc2n1	0	3	1.8	-5	-3	11	-1	-1.0	-2	-1
O=C(CN1CCCc2ccccc21)Nc1cccc(S(=O)(=O)N2CCOCC2)c1	0	-1	1.7	-30	-5	-11	-1	-2.6	-6	-8
Cc1ccccc1NS(=O)(=O)c1nnc(NC(=O)c2ccccc2C)s1	7	3	-0.3	16	4	1	.	-0.9	2	2
Cc1scc(C(=O)N2CCN(S(C)(=O)=O)CC2)c1-c1ccccc1	7	3	-0.9	-3	7	4	.	-3.7	-10	0
N#C/C(C(=O)NCc1ccco1)=C1/SC(Cc2ccc(Cl)cc2)C(=O)N1c1ccccc1 (centres undefined)	-7	-2	-0.5	24	5	4	.	0.3	-1	-1
CCOC(=O)c1cnc(-n2[nH]c(C)cc2=O)[nH]c1=O	.	.	-0.3	29	32	.	2	-0.2	.	1
COc1ccc(-c2nnc(NC(=O)c3ccc(S(=O)(=O)N4COCC4(C)C)cc3)o2)cc1	-10	3	0.2	-8	-1	5	-20	-1.7	-5	6
COCCNC(=O)CSc1nc2cc(OC)c(OC)cc2c(=O)n1Cc1ccco1	-1	2	-1.5	20	-1	-2	-2	-1.3	-10	2

Molecules above containing a Cl atom:
SMILES	PKA-R2B act	DAGLB inhibitor	C-LANA FP	SR-BI uptake up	Rtt109 HAT inh	cardiac RTF act	CAL PDZ FP-1	CAL PDZ FP-2	RTF Ca sens inh	Keap1-Nrf2 PPI
N#CC(C(=O)Nc1cccc(Cl)c1)=C1Nc2ccccc2N1	2	4	0.9	-73	4	0	-2	-0.4	2	-2
O=S(=O)(c1ccc(Oc2ccc(Cl)cc2)c(S(=O)(=O)N2CCCCC2)c1)N1CCCCC1	-4	1	-0.1	-19	9	1	9	-0.3	-10	-1
CNC(=S)NNC(=O)c1ccc(=O)n(Cc2ccc(Cl)cc2Cl)c1	-6	-2	-2.0	9	2	-2	0	0.4	0	-2
COC(=O)c1scc(S(=O)(=O)C(C)C)c1N/N=C(\C#N)C(=O)c1ccc(Cl)cc1	-1	19	1.4	-5	17	-5	-4	-0.6	0	0
NC(=O)C1CCN(C(=O)CSCc2ccccc2Cl)CC1	-3	-1	-0.5	0	-7	-2	1	0.2	1	-5
Cc1noc(-c2ccccc2)c1NC(=O)Nc1ccc(Cl)cc1	-1	-4	-1.5	-11	3	-5	-2	-0.9	-3	2
O=C(Nc1ccc(Cl)c(S(=O)(=O)N2CCOCC2)c1)c1cn2ccccc2n1	-7	2	2.4	-10	6	0	-2	0.0	-19	-4
N#C/C(C(=O)NCc1ccco1)=C1/SC(Cc2ccc(Cl)cc2)C(=O)N1c1ccccc1 (centres undefined)	-7	-2	-0.5	24	5	4	.	0.3	-1	-1

Screening data: PubChem, several laboratories
